Screening results: PubChem, Sanford-Burnham Center for Chemical Genomics
HKDC1 inhibitor – HKDC1 hexokinase inhibitors, primary screen, biochemical, fluorescence, uHTS. recombinant HKDC1, G6PDH/diaphorase resazurin coupled fluorescence. inhibition, % at 20 µM. 340,000 compounds, 0.16% hits. AID 493160, 2011. Q2TB90;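 active = inhibition above about 35% when tested at 20 µM, limit read from the data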;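 note: plate controls were DMSO wells with enzyme for no effect and DMSO wells lacking enzyme for full effect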
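Material – in-house recombinant HK5 (HKDC1) enzyme · Quantity – HKDC1 at 5 µg/mL · Buffer or medium – pH 8.0 Tris buffer with 10 mM MgCl2 · Reagent – glucose with 1 mM ATP · Dosing – single 20 µM dose · Times – reaction time 90 min, room temperature, protected from light · Technique – resorufin fluorescence at 613 nm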
SENP6 inh – SENP6 protease inhibitors, primary screen, biochemical, luminescence, uHTS; inhibition, % at 10 µM; Recombinant SENP6 catalytic domain, aminoluciferin luminescence; 330,000 compounds, 1.8% hits;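 active = inhibition above about 50% at the single tested dose, limit read from the data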;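 note: plate controls were DMSO wells with enzyme for no effect and DMSO wells lacking enzyme for full effect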
Target sequence (Q9GZR1 628-1112 limits assumed): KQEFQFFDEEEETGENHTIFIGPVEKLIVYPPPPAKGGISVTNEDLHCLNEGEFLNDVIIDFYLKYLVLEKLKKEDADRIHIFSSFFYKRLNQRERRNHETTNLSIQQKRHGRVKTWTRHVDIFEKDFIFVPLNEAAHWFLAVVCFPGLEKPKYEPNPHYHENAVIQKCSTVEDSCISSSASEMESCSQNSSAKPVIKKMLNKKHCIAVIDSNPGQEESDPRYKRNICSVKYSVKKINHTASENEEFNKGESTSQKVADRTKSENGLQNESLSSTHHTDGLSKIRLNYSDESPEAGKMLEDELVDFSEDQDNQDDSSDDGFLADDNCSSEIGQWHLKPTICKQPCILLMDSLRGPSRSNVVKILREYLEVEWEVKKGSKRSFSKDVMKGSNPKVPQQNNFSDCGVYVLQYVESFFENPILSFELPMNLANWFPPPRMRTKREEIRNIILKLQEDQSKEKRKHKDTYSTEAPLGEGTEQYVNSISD
Apaf1 inhib – inhibitors of human Apaf-1 apoptosome, primary screen, biochemical, DEVD-Rh110 fluorescence, uHTS; Apoptotic protease-activating factor 1 (Homo sapiens), O14727; AID 489030, 2010; 330,000 compounds, 0.71% hits; inhibition, % at 20 µM; reconstituted apoptosome caspase-3 activity; active = inhibition of at least 40% at 20 µM;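 note: plate controls were DMSO wells for no effect and DEVD-CHO caspase inhibitor wells for full effect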
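Material: cell-free apoptosome with Apaf-1, procaspase-3 and caspase-9; Buffer or medium: Hepes pH 7.5 with detergent and BSA; Reagent: cytochrome c trigger plus (Z-DEVD)2-Rh110 caspase-3 substrate; Times: compound with Apaf-1, dATP, procaspase-3 30 min, then 50 min reaction, room temperature; Technique: Rh110 fluorescence intensity.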
PfGluPho inh – PfG6PD enzyme inhibitors, primary screen, biochemical, fluorescence intensity, uHTS; inhibition, % at 20 µM; glucose-6-phosphate dehydrogenase-6-phosphogluconolactonase (Plasmodium falciparum 3D7); 350,000 compounds, 0.78% hits; AID 504690, 2011; PfGluPho enzyme, NADPH resazurin-diaphorase fluorescence;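 active = inhibition reaching at least a set limit at 20 µM in the primary screen, cut at about 59% in these data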;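 note: 0% = DMSO wells with substrate and 100% = DMSO wells lacking glucose-6-phosphate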
SENP8 block-1 – SENP8 protease inhibitors, primary screen, biochemical, luminescence. Sentrin-specific protease 8 (Homo sapiens), Q96LD8. purified SENP8, Z-RLRGG-aminoluciferin cleavage. inhibition, % at 10 µM. 330,000 compounds, 1.2% hits. AID 2540, 2010; in the data active = inhibition above about 50%
Target sequence (Q96LD8 whole entry, looked up): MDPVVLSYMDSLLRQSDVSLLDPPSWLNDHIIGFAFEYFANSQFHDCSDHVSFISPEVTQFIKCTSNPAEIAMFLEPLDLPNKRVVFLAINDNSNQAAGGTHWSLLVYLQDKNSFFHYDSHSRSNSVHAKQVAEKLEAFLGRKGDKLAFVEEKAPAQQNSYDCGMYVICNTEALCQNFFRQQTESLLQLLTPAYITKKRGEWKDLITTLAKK
SENP8 block-2 – human SENP8 protease inhibitors, primary screen, biochemical, fluorescence, Nedd8 protein substrate, uHTS | recombinant SENP8 | Sentrin-specific protease 8 (Homo sapiens), Q96LD8 | inhibition, % at 20 µM | AID 602440, 2012 | 360,000 compounds, 0.64% hits; in the data active = inhibition mostly above about 40%, no sharp cut-off; inactive = mostly below about 27%
SENP7 block – SENP7 protease inhibitors, primary screen, biochemical, luminescence, uHTS | Sentrin-specific protease 7 (Homo sapiens), Q9BQF6 | recombinant SENP7, Z-RLRGG-aminoluciferin luminescence, 40 min | inhibition, % at 5 µM | 330,000 compounds, 1.5% hits;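 active = inhibition above about 50% at the single test dose, limit read from the data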;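 note: plate controls were DMSO with enzyme for no effect and no enzyme buffer wells for full effect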
Target sequence (Q9BQF6 706-1050 limits assumed): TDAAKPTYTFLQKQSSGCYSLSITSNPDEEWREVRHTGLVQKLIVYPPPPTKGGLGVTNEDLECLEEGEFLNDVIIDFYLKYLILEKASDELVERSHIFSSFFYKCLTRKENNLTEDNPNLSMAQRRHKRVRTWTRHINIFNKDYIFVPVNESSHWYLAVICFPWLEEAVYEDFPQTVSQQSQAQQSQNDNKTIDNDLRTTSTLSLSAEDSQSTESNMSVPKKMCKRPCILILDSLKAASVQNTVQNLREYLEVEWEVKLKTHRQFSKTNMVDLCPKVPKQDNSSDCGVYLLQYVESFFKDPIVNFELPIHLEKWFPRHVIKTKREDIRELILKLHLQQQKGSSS
SENP1 FRET inh – human SENP1 catalytic domain inhibitors, primary screen, biochemical, FRET, uHTS; recombinant SENP1 catalytic domain, CyPet-SUMO1-YPet FRET cleavage; inhibition, % at 10 µM; 360,000 compounds, 0.21% hits; AID 624204, 2012;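 active = inhibition at least 30% at 10 µM, raw YFP signal under a set limit, fluorescence ratio 0.5 to 1.5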;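 note: 0% = enzyme with DMSO and 100% = no enzyme wells; some results filed as inactive read as strong as hits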
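system = hSENP1 catalytic domain, recombinant | reagent = SFCypet-SUMO1-SFYpet substrate at 25 nM | doses = one dose per compound, 10 µM, 0.5% DMSO | incubation = enzyme reaction for 50 min at room temperature, dark | measured by = FRET, CFP and YFP emission | controls = no-enzyme low, enzyme-DMSO high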
The depositor's hits bear a star.

What do the screens show for `CN(C(=O)C1CCCCN1S(=O)(=O)c1ccccc1)c1ccccc1` (stereo not drawn)?
HKDC1 inhibitor: -2; SENP6 inh: 11; Apaf1 inhib: 4; PfGluPho inh: 14; SENP8 block-1: 8; SENP8 block-2: 9; SENP7 block: 3; SENP1 FRET inh: 1

Results for CCc1ccc(OCC(O)CN2CCN(c3ccccn3)CC2)cc1 (stereo not drawn) ?
HKDC1 inhibitor: -1; SENP6 inh: -22; Apaf1 inhib: 3; PfGluPho inh: -2; SENP8 block-1: -5; SENP8 block-2: 1; SENP7 block: -6; SENP1 FRET inh: -1

How did CCN1C[C@@H]2[C@@H]3C(=O)N(C)C(=O)[C@@H]3[C@](Cc3ccccc3)(C1=O)N2C(=O)c1ccc(Cl)cc1 do in these assays?
HKDC1 inhibitor: 0; PfGluPho inh: -1; SENP8 block-2: -14; SENP1 FRET inh: -2

How did COc1ccc(OC)c(NC(=O)Cn2c(=O)n(CC(=O)NCc3ccco3)c(=O)c3ccccc32)c1 do in these assays?
HKDC1 inhibitor: 6; SENP6 inh: -5; Apaf1 inhib: 10; PfGluPho inh: 11; SENP8 block-1: -5; SENP8 block-2: 0; SENP7 block: -3; SENP1 FRET inh: -2

Results for COc1cc(/C=C/c2cc[n+](C)cc2)ccc1OCC(=O)Nc1ccccc1 ?
HKDC1 inhibitor: 1; SENP6 inh: 2; Apaf1 inhib: 3; PfGluPho inh: 5; SENP8 block-1: 5; SENP8 block-2: -288; SENP7 block: -2; SENP1 FRET inh: -22

What do the screens show for `CCOc1cc(NC(=O)C2CC2)c(OCC)cc1NC(=O)c1ccccc1OCC`?
HKDC1 inhibitor: -4; SENP6 inh: -7; Apaf1 inhib: 30; PfGluPho inh: 22; SENP8 block-1: 4; SENP8 block-2: -77; SENP7 block: -3; SENP1 FRET inh: -2

How did O=C(NC1CCS(=O)(=O)C1)c1ccc(Br)o1 (stereo not drawn) do in these assays?
HKDC1 inhibitor: -5; SENP6 inh: -34; Apaf1 inhib: -3; PfGluPho inh: -8; SENP8 block-1: -2; SENP8 block-2: 10; SENP7 block: 0; SENP1 FRET inh: 0

What do the screens show for `CCCC(=O)Nc1ccc2c(c1)nc(CN1CCCC1)n2C`?
HKDC1 inhibitor: -3; SENP6 inh: -19; Apaf1 inhib: 1; PfGluPho inh: 11; SENP8 block-1: -8; SENP8 block-2: -3; SENP7 block: -2; SENP1 FRET inh: -2

What do the screens show for `CCOc1ccccc1NC(=O)Nc1ccccn1`?
HKDC1 inhibitor: -3; SENP6 inh: -15; Apaf1 inhib: -19; PfGluPho inh: -5; SENP8 block-1: 0; SENP8 block-2: 22; SENP7 block: 4; SENP1 FRET inh: 1

How did CN(C)CC(C)(C)CNC(=O)CC1C(=O)NCCN1Cc1ccc(-c2ccccc2)cc1 (stereo not drawn) do in these assays?
HKDC1 inhibitor: -11; SENP6 inh: -10; Apaf1 inhib: 2; PfGluPho inh: 0; SENP8 block-1: 0; SENP8 block-2: -6; SENP7 block: 9; SENP1 FRET inh: 1

Results for CCOC(=O)c1c(C)n(CCNC(C)=O)c2ccc(O)cc12 ?
HKDC1 inhibitor: -8; SENP6 inh: -4; Apaf1 inhib: -14; PfGluPho inh: 7; SENP8 block-1: 1; SENP8 block-2: 8; SENP7 block: 6; SENP1 FRET inh: 1

How did Fc1ccc(/C=N/n2c(COc3ccccc3)n[nH]c2=S)cc1 do in these assays?
HKDC1 inhibitor: 0; SENP6 inh: 2; Apaf1 inhib: 1; PfGluPho inh: 27; SENP8 block-1: -3; SENP8 block-2: 17; SENP7 block: -1; SENP1 FRET inh: 3

3 compounds out of the list, sorted by SMILES length, high to low:
How did CCN1C[C@@H]2[C@@H]3C(=O)N(C)C(=O)[C@@H]3[C@](Cc3ccccc3)(C1=O)N2C(=O)c1ccc(Cl)cc1 do in these assays?
HKDC1 inhibitor: 0; PfGluPho inh: -1; SENP8 block-2: -14; SENP1 FRET inh: -2

How did CN(C)CC(C)(C)CNC(=O)CC1C(=O)NCCN1Cc1ccc(-c2ccccc2)cc1 (stereo not drawn) do in these assays?
HKDC1 inhibitor: -11; SENP6 inh: -10; Apaf1 inhib: 2; PfGluPho inh: 0; SENP8 block-1: 0; SENP8 block-2: -6; SENP7 block: 9; SENP1 FRET inh: 1

What do the screens show for `CCOc1cc(NC(=O)C2CC2)c(OCC)cc1NC(=O)c1ccccc1OCC`?
HKDC1 inhibitor: -4; SENP6 inh: -7; Apaf1 inhib: 30; PfGluPho inh: 22; SENP8 block-1: 4; SENP8 block-2: -77; SENP7 block: -3; SENP1 FRET inh: -2

(list continues)
What do the screens show for `CCCn1c(=O)c2c(nc(Br)n2CCC)n(C)c1=O`?
HKDC1 inhibitor: -3; SENP6 inh: 0; Apaf1 inhib: 17; PfGluPho inh: -12; SENP8 block-1: -8; SENP8 block-2: 18; SENP7 block: 0; SENP1 FRET inh: -2

Results for Cc1ccnc(N2CCN(c3cc(C)c(C#N)c4nc5ccccc5n34)CC2)c1 ?
HKDC1 inhibitor: 1; SENP6 inh: 1; Apaf1 inhib: 9; PfGluPho inh: -11; SENP8 block-1: -1; SENP8 block-2: -327; SENP7 block: 1; SENP1 FRET inh: -22

What do the screens show for `COc1ccccc1-n1cnc2cc(C(=O)NC3CCCC3)ccc21`?
HKDC1 inhibitor: -3; SENP6 inh: -18; Apaf1 inhib: -17; PfGluPho inh: -11; SENP8 block-1: 3; SENP8 block-2: 1; SENP7 block: -1; SENP1 FRET inh: 4

How did CCN(Cc1ccncc1)C(=O)CCc1nnc(CCC2CCCCC2)o1 do in these assays?
HKDC1 inhibitor: -7; SENP6 inh: -17; Apaf1 inhib: 0; PfGluPho inh: -3; SENP8 block-1: -1; SENP8 block-2: 16; SENP7 block: -1; SENP1 FRET inh: 2

Results for CCCc1cc(=O)[nH]c(SCC(=O)N(C)CC(=O)Nc2ccc(C)cc2)n1 ?
HKDC1 inhibitor: 1; SENP6 inh: 7; Apaf1 inhib: 6; PfGluPho inh: -7; SENP8 block-1: -8; SENP8 block-2: 28; SENP7 block: 1; SENP1 FRET inh: -1

How did COc1cccc(-c2nc(NCc3ccco3)c3ccccc3n2)c1O do in these assays?
HKDC1 inhibitor: -3; SENP6 inh: -6; Apaf1 inhib: -1; PfGluPho inh: 17; SENP8 block-1: 0; SENP8 block-2: 20; SENP7 block: 3; SENP1 FRET inh: 1

Results for NS(=O)(=O)c1ccc(CNC(=O)c2ccccc2SCC(=O)N2CCCC2)cc1 ?
HKDC1 inhibitor: -1; SENP6 inh: -4; Apaf1 inhib: -1; PfGluPho inh: -10; SENP8 block-1: -1; SENP8 block-2: -6; SENP7 block: -6; SENP1 FRET inh: 0

How did CCC(C)NC(=O)COc1ccc(S(=O)(=O)N2CCOCC2)cc1 (stereo not drawn) do in these assays?
HKDC1 inhibitor: -17; SENP6 inh: 4; Apaf1 inhib: -30; PfGluPho inh: -4; SENP8 block-1: 0; SENP8 block-2: 3; SENP7 block: 5; SENP1 FRET inh: 0

How did CCOc1cccc(-c2nn(-c3ccccc3)cc2/C=C(/C#N)C(=O)NCCCn2ccnc2)c1 do in these assays?
HKDC1 inhibitor: 19; SENP6 inh: -12; Apaf1 inhib: 26; PfGluPho inh: 10; SENP8 block-1: 2; SENP8 block-2: -123; SENP7 block: 6; SENP1 FRET inh: 0

How did Cc1ccccc1NS(=O)(=O)c1ccc(C)c(NS(C)(=O)=O)c1C do in these assays?
HKDC1 inhibitor: -13; SENP6 inh: -14; Apaf1 inhib: 4; PfGluPho inh: 0; SENP8 block-1: -5; SENP8 block-2: 5; SENP7 block: 2; SENP1 FRET inh: 2

Results for CCCc1nnc2n1N=C(c1ccc([N+](=O)[O-])cc1)CS2 ?
HKDC1 inhibitor: -1; SENP6 inh: -6; Apaf1 inhib: -10; PfGluPho inh: -21; SENP8 block-1: 5; SENP8 block-2: 9; SENP7 block: 1; SENP1 FRET inh: 1

What do the screens show for `COc1ccc(OC(=O)COc2ccccc2C)cc1`?
HKDC1 inhibitor: 3; SENP6 inh: 1; Apaf1 inhib: -6; PfGluPho inh: 0; SENP8 block-1: -2; SENP8 block-2: 8; SENP7 block: -6; SENP1 FRET inh: 3

What do the screens show for `O=Nc1c(O)[nH]c2ccc(Cl)cc12`?
HKDC1 inhibitor: -11; SENP6 inh: -17; Apaf1 inhib: -11; PfGluPho inh: -16; SENP8 block-1: -7; SENP8 block-2: 18; SENP7 block: -1; SENP1 FRET inh: -1

What do the screens show for `C=CCn1nnc2sc3c(c2c1=O)CCC(C)C3` (stereo not drawn)?
HKDC1 inhibitor: -6; SENP6 inh: -19; Apaf1 inhib: 7; PfGluPho inh: -15; SENP8 block-1: -5; SENP8 block-2: 30; SENP7 block: 7; SENP1 FRET inh: 2

What do the screens show for `COc1ccc(CC2C(=O)OC(C)(C)OC2=O)cc1`?
HKDC1 inhibitor: -4; SENP6 inh: -3; Apaf1 inhib: 3; PfGluPho inh: 6; SENP8 block-1: -9; SENP8 block-2: 16; SENP7 block: -1; SENP1 FRET inh: 0

Results for Cc1cc(C(=O)CSc2ncccn2)c(C)n1Cc1ccco1 ?
HKDC1 inhibitor: -7; SENP6 inh: -3; Apaf1 inhib: 8; PfGluPho inh: 7; SENP8 block-1: -4; SENP8 block-2: 0; SENP7 block: -3; SENP1 FRET inh: 0

What do the screens show for `CCN(C[C@H]1N[C@@](C)(C(=O)OC)[C@H]2C(=O)N(C)C(=O)[C@@H]12)C(=O)c1ccc(F)cc1`?
HKDC1 inhibitor: -9; SENP6 inh: 15; Apaf1 inhib: -15; PfGluPho inh: 13; SENP8 block-1: 8; SENP8 block-2: 8; SENP7 block: -3; SENP1 FRET inh: -1

Results for O=C(C1CCCN(Cc2ccc([N+](=O)[O-])cc2)C1)N1CCCCC1 (stereo not drawn) ?
HKDC1 inhibitor: -3; SENP6 inh: -23; Apaf1 inhib: -5; PfGluPho inh: -6; SENP8 block-1: 4; SENP8 block-2: 24; SENP7 block: 0; SENP1 FRET inh: 0

Results for CCOC(=O)C1CCCN(C(=O)C2CCN(C(=O)Nc3ccccc3)CC2)C1 (stereo not drawn) ?
HKDC1 inhibitor: -4; SENP6 inh: -8; Apaf1 inhib: -2; PfGluPho inh: 9; SENP8 block-1: 3; SENP8 block-2: 12; SENP7 block: 4; SENP1 FRET inh: -2

What do the screens show for `Cc1ccc2nc(SCC(=O)NCc3cccs3)[nH]c2c1`?
HKDC1 inhibitor: -5; SENP6 inh: -11; Apaf1 inhib: -9; PfGluPho inh: 11; SENP8 block-1: -1; SENP8 block-2: 2; SENP7 block: -5; SENP1 FRET inh: 0

How did O=C(c1ccc(N2CCOCC2)c([N+](=O)[O-])c1)N1CCN(S(=O)(=O)c2cccs2)CC1 do in these assays?
HKDC1 inhibitor: -5; SENP6 inh: -10; Apaf1 inhib: 2; PfGluPho inh: 0; SENP8 block-1: -4; SENP8 block-2: 11; SENP7 block: -5; SENP1 FRET inh: 4
